# Screens: PubChem BioAssay, National Center for Advancing Translational Sciences (NCATS)
# TGFb inhibitor – qHTS for Inhibitors of TGF-b; actives 1.2% (n = 410,000); HepG2 CAGA-GFP TGF-b/SMAD3 reporter, GFP fluorescence, 18 h; TGF-beta stimulated, 500 pg/mL final; Potency, µM (highest dose often 46.1 µM), for inactives: top-dose activity, negative = inhibition, hits mostly inhibitors; AID 588855, 2011; further: potency means the concentration at half of the fitted maximal effect; on the % scale 0 is the no-effect control and ±100 the full control effect; nearly all actives have a fitted effect of over 65% in size
#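 GFP signal (ex488/em500-530) from TGF-beta-stimulated HEPG2 CAGA-GFP cells, 500 pg/mL final, 18 h at 37 degrees C in DMEM plus 1% FBS, normalized to unstimulated and DMSO-stimulated controls.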
# Nrf2 block – Nrf2 qHTS screen for inhibitors | A549 ARE-Fluc reporter, luciferase luminescence, 18-24 h | Potency, µM (doses to about 46 µM), without a hit: at the top dose activity change, negative = inhibition, hits mostly inhibitors | actives 2.1% (n = 360,000); further: potency means the concentration at half of the fitted maximal effect; on the % scale 0 is the no-effect control and ±100 the full control effect; nearly all actives have a fitted effect of over 60% in size
#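 In this cell-based qHTS, ARE-driven firefly luciferase in A549 cells reports Nrf2 activity; the luminescent signal after BugLite lysis is the measured value, with a prior CellTiter-Fluor read for cell health.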
# Nrf2 activator – qHTS of Nrf2 Activators; actives 0.31% (n = 410,000); Potency, µM (doses to about 46.1 µM), inactives show top-dose activation, most hits filed as activators; AREc32 ARE-luciferase reporter (MCF7-derived line), luminescence, 24 h; further: potency means the concentration at half of the fitted maximal effect; % of control where 0% means no effect; nearly all actives have a fitted effect of over 65% in size
#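 Luciferase luminescence (Steady-Glo, 30 min at room temperature) served as the read-out of ARE activation in AREc32 cells treated with compounds for 24 hr at 37 deg C.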
# Mm-Cpn inhibitor – Inhibitors of TCP-1 ring complex (TRiC) of Methanococcus maripaludis (MmCpn): qHTS; actives 0.031% (n = 330,000); Potency, µM (titrated, usually from 76.9 µM), for inactives: at the top dose activity, negative = inhibition, most hits filed as inhibitors; purified Mm-Cpn ATPase, ADP Transcreener TR-FRET; Chaperonin Mm-Cpn (Methanococcus maripaludis); further: potency means the concentration at half of the fitted maximal effect; on the % scale 0 is the no-effect control and ±100 the full control effect; nearly all actives have a fitted effect of over 80% in size
#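 25 nM Mm-CPN + cpd, 10 min 37°C; + 10 uM ATP, 30 min 37°C; buffer 30 mM Tris pH 7.4, 100 mM KCl, 5 mM MgCl2, 1 mM DTT; Transcreener ADP HTRF detection 30 min RT.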
# Akt phos inh – HTS Assay for Inhibitors of Akt Phophorylation: Primary Screen. actives 0.32% (n = 360,000). activity change, % for hits at 50 µM. AID 651550, 2012. Neuro2A IGF-stimulated pAkt S473 HTRF, 20 min; active compounds read low; in the data active means activity change below about -80%; inconclusive means mostly about -51% to -80%; further: on the % scale 0 is the no-effect control and ±100 the full control effect
#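 Neuro2A cells (4,500/well, DMEM with 0.5% FBS) were treated with compound at a single 50 µM final concentration, stimulated with 6 nM IGF for 20 min at 37 °C, and lysed. Phospho-Akt Ser473 was read by HTRF as 665/615 ratio ×10^4.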
# CCT chaperon mod – High-Throughput Screening for Modulators of Cytosolic Chaperonin Activity; actives 0.3% (n = 360,000); activity change, % (test concentration not listed), hits read low; AID 651819, 2012; purified chaperonin ATPase assay, HTRF ADP detection, 30 min; in the data active means activity change below about -30%; further: on the % scale 0 is the no-effect control and ±100 the full control effect
#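 ATPase activity: ADP formed was measured by HTRF Transcreener (665/615 nm ratio) after 30 min at 37 deg C with 10 uM ATP. Compounds screened at one 76 uM concentration against 40 or 20 nM TRiC in Tris pH 7.4/KCl/MgCl2/DTT buffer.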
# HepG2 viability – qHTS for Inhibitors of TGF-b: Cytotox Counterscreen; HepG2 CAGA-GFP viability, ATP luminescence, 18 h; Potency, µM (doses to about 46.1 µM), inactives show top-dose activity change, negative = cytotoxicity, usual class: cytotoxic; actives 0.76% (n = 410,000); AID 588856, 2011; further: potency means the concentration at half of the fitted maximal effect; some results filed as inactive show a strong effect at the top dose
#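 HepG2 CAGA-GFP cells (1000/well, DMEM with 1% FBS) received compound, then TGF-beta at 500 pg/mL final, and were incubated 18 hours at 37 degrees C. Viability was read by CellTiter-Glo luminescence. Media-only wells were set as complete cell-killing and DMSO as no toxicity.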
# A549 tox – Nrf2 qHTS screen for inhibitors: counterscreen for cytotoxicity. A549 ARE-Fluc cells, CellTiter-Fluor viability, 18-24 h. Potency, µM (series often up to 46 µM), for inactives: at the highest dose activity change, negative = cytotoxicity, hits mostly inhibitors. actives 0.16% (n = 390,000). AID 504648, 2011; further: potency means the concentration at half of the fitted maximal effect; on the % scale 0 is the no-effect control and ±100 the full control effect
#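 A549 ARE_Fluc cells in 5% FBS OPTI-MEM were exposed to compounds in concentration-response for 18-24 h at 37 deg C. Viability was read by CellTiter-Fluor fluorescence (Ex 405/Em 525) after 30 min, before the luciferase read.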
# ATXN viability – Viability Counterscreen for Primary qHTS for Inhibitors of ATXN expression. Potency, µM (highest dose often 56.7 µM), actives largely listed as cytotoxic. S2 cells (HEK-293 line with an ATXN2-luciferase reporter) viability, CellTiter-Fluor protease fluorescence, 24 h. actives 0.49% (n = 400,000); further: potency means the concentration at half of the fitted maximal effect; nearly all actives have a fitted effect of over 40% in size
# An asterisk follows results filed as active; i = inactive; u = inconclusive; x = no result given. Unless noted, the call rests on the fitted dose curve; in most records, active means well fitted curve in the direction sought with a large enough effect; inconclusive means small, poorly fitted or top-dose-only effect, or another doubt; inactive means no such curve, though single readings can be large; an effect the other way counts as inactive or inconclusive.
item	compound	TGFb inhibitor	Nrf2 block	Nrf2 activator	Mm-Cpn inhibitor	Akt phos inh
1	CCOC(=O)N1CCC(N2CCCC(C(=O)c3cccc(OC(C)C)c3)C2)CC1 (stereo unspecified)	-2%	4%	0.0%	0%	i
2	O=C1C2C(C(=O)N1c1ccc3c(c1)OCO3)C1C=CC2C12CC2 (stereo unspecified)	-34%	-10%	-0.3%	-2%	i
3	O=C(O)Cn1c(=O)c2c3c(sc2n(Cc2ccc(F)cc2)c1=O)CCCC3	0%	2%	0.0%	u	i
4	CC1=NN(C(=O)COc2ccccc2C)C(O)(c2ccc(Cl)cc2)C1 (stereo unspecified)	u	7%	3.3%	1%	i
5	CS(=O)(=O)N(CC(=O)N1CCc2ccccc2C1)c1ccc2c(c1)OCO2	-7%	x	2.3%	-4%	i
6	CC(C)CCNS(=O)(=O)c1cc2c3c(c1)CCN3C(=O)CC2	-2%	0%	0.4%	1%	i
7	CN(Cc1ccccc1)S(=O)(=O)c1ccc(Cl)c(C(=O)N2CCC(C(N)=O)CC2)c1	16%	u	-1.9%	0%	i
8	CNc1nc(N)c([N+](=O)[O-])c(N2CCCCCC2)n1	-21%	-2%	-0.6%	0%	i
9	Oc1ccc(/C=N/Nc2ccc3ccccc3c2)c(O)c1	-4%	1%	14%	0%	i
10	O=C(CN1CCCC1c1cccs1)N1CCN(S(=O)(=O)c2ccccc2)CC1 (stereo unspecified)	4%	13%	-1.6%	0%	i

item	CCT chaperon mod	HepG2 viability	A549 tox	ATXN viability
1	0.3	-3%	4%	i
2	-1.5	-14%	-1%	i
3	-1.7	11%	-2%	i
4	-0.3	-30%	8%	i
5	0.1	-9%	8%	i
6	1.5	-14%	0%	i
7	0.1	0%	2%	i
8	-0.9	-4%	6%	i
9	-10	-5%	-1%	i
10	-0.2	-8%	11%	i

# Three of the entries above in order of the Mm-Cpn inhibitor value, descending.
entry	SMILES	Nrf2 block	Nrf2 activator	Mm-Cpn inhibitor	Akt phos inh	CCT chaperon mod
6	CC(C)CCNS(=O)(=O)c1cc2c3c(c1)CCN3C(=O)CC2	0%	0.4%	1%	i	1.5
7	CN(Cc1ccccc1)S(=O)(=O)c1ccc(Cl)c(C(=O)N2CCC(C(N)=O)CC2)c1	u	-1.9%	0%	i	0.1
5	CS(=O)(=O)N(CC(=O)N1CCc2ccccc2C1)c1ccc2c(c1)OCO2	x	2.3%	-4%	i	0.1

# Continuation:
item	compound	TGFb inhibitor	Nrf2 block	Nrf2 activator	Mm-Cpn inhibitor	Akt phos inh
11	O=C(CNC(=O)c1cccnc1)N/N=C/c1cc(Br)c(O)c(Br)c1	21%	u	-0.8%	0%	i
12	CN(C)S(=O)(=O)c1cccc(-c2cn3cccnc3n2)c1	0%	-6%	-0.6%	-5%	i
13	CC(=O)Nc1nc(-c2ccc(Br)s2)cs1	10%	x	2.9%	-10%	i
14	O=C(NC1CCCN(CCc2ccccc2)C1)C1CCCC1 (stereo unspecified)	0%	-4%	-0.4%	0%	i
15	Cc1oc(-c2ccc(-c3ccccc3)cc2)nc1CN(CCO)C(C)C	-15%	u	0.2%	-2%	i
16	CCc1ccc(CN(C)C(=O)c2cc(COc3cccc4cnccc34)on2)cc1	10µM*	0%	0.1%	4%	i
17	O=C(Nc1ccc(NC(=O)c2ccccc2Br)cc1)c1ccccc1	-19%	-19%	0.6%	-1%	i
18	CSc1ccccc1NC(=O)CN(C)C(=O)CNc1ccc(C(F)(F)F)cc1[N+](=O)[O-]	17%	16%	1.6%	-4%	i
19	CCOC(=O)N1CCC(NC(=O)C2CCCN(C(=O)N3CCOc4ccccc43)C2)CC1 (stereo unspecified)	31%	0%	0.2%	-2%	i
20	CC(C)Oc1ccc(CN2CCC2(C)C(=O)Nc2cccc3cccnc23)cc1 (stereo unspecified)	-4%	x	-0.4%	x	i

item	CCT chaperon mod	HepG2 viability	A549 tox	ATXN viability
11	0.1	-5%	2%	i
12	0.2	-15%	-1%	i
13	2.5	3%	0%	i
14	-0.7	-9%	4%	i
15	-2.1	-23%	3%	i
16	0.3	-38%	1%	i
17	-0.7	-6%	0%	i
18	0.4	-15%	7%	x
19	-2.0	-58%	9%	i
20	-1.3	-32%	x	i

# Following part:
item	compound	TGFb inhibitor	Nrf2 block	Nrf2 activator	Mm-Cpn inhibitor	Akt phos inh
21	CCCS(=O)(=O)N1CCC(C(=O)NCCN(C)Cc2ccccc2)CC1	-6%	4%	-0.4%	-3%	i
22	CC1=C(c2ccc(C)c(C)c2)S(=O)(=O)N=C1N1CCC(C(=O)Nc2cccc(F)c2)CC1	u	4%	3.7%	x	x
23	CCOc1ccc2c(c1)sc(=NC(=O)C1CC1)n2C	-26%	u	3.9%	x	i
24	COc1ccc(OC)c(/C=C2\SC(=S)N(NS(=O)(=O)c3ccc(C)cc3)C2=O)c1	-8%	-13%	3.9%	-1%	i
25	Cc1cc(NC(=O)CSc2nnnn2C2CCCC2)no1	2%	10%	0.1%	0%	x
26	CCCC/C=C/[C@H](C)[C@@](C)(COC(=O)c1ccc(Br)cc1)Cc1ccccc1	6%	10%	x	x	x
27	CS(=O)(=O)N(CC(=O)Nc1ccc(Cl)c(Cl)c1)C1CCCCC1	u	u	-0.4%	3%	i
28	CCC(NS(=O)(=O)c1c(C)[nH]c(=O)[nH]c1=O)C12CC3CC(CC(C3)C1)C2 (stereo unspecified)	17%	-16%	-0.7%	-1%	i
29	O=C(NCc1ccc2c(c1)OCO2)c1nc(S(=O)(=O)Cc2ccccc2F)ncc1Cl	11µM*	-15%	-3.2%	u	x
30	CCN(C[C@H]1N[C@@](C)(C(=O)OC)[C@H]2C(=O)N(C)C(=O)[C@@H]12)C(=O)Nc1ccccc1	6%	16%	-0.4%	-1%	i

item	CCT chaperon mod	HepG2 viability	A549 tox	ATXN viability
21	-0.3	10%	-4%	i
22	x	-28%	-1%	i
23	-3.0	-17%	13%	i
24	-0.4	-15%	-3%	i
25	1.2	-24%	-1%	i
26	x	-3%	13%	x
27	-1.5	-36%	-22%	u
28	-4.2	-2%	-16%	i
29	1.1	16µM*	0%	x
30	0.1	-1%	-1%	i

# Next section:
item	compound	TGFb inhibitor	Nrf2 block	Nrf2 activator	Mm-Cpn inhibitor	Akt phos inh
31	O=C(CCl)NC1(C(F)(F)F)C(=O)Nc2c1c(=O)[nH]c(=O)n2-c1ccccc1 (stereo unspecified)	-8%	-5%	-0.2%	2%	i
32	CC1CCCCC1NC(=O)CN1C(=O)NC(C)(c2cccc(Br)c2)C1=O (stereo unspecified)	-25%	u	-0.1%	-2%	i
33	Cn1nnc2c(sc3nc(N4CCOCC4)c4c(c32)CCCC4)c1=O	9%	u	0.1%	-8%	i
34	COc1ccc(NS(=O)(=O)c2cccc(NC(=O)CNC(C)=O)c2)cc1	-5%	u	-0.6%	0%	i
35	CC(=O)c1ccc(NC(=O)C2CCN(S(=O)(=O)c3c(C)noc3/C=C/c3ccc(C)cc3)CC2)cc1	-15%	x	0.6%	x	x
36	CCC(C)N(C(=O)CSc1nnc(C)n1C)C1CCS(=O)(=O)C1 (stereo unspecified)	-14%	1%	-0.1%	1%	i
37	COc1ccc(OCc2nnc(SCC(=O)N3CCCCC3)o2)cc1	3%	u	0.0%	0%	i
38	CCC(C)[C@H](NC(=O)C1CC(=O)N(c2ccc3c(c2)OCCO3)C1)C(=O)NC1CCCC1 (stereo partly specified)	0%	-5%	0.5%	1%	i
39	O=C(Cc1ccc(Cl)cc1)NC1CCS(=O)(=O)C1 (stereo unspecified)	-4%	-1%	-0.6%	1%	i
40	COc1ccc(CNC(=O)c2cccc3c2C(=O)N(CC2CCCO2)C3)cc1 (stereo unspecified)	3%	-8%	-0.4%	1%	i

item	CCT chaperon mod	HepG2 viability	A549 tox	ATXN viability
31	1.1	7%	0%	i
32	1.7	-20%	3%	i
33	-1.1	3%	-2%	i
34	-2.0	4%	0%	i
35	x	7%	-6%	i
36	-1.8	9%	-2%	i
37	0.2	-2%	-5%	i
38	-3.0	-1%	-1%	i
39	-0.1	-1%	4%	i
40	-2.8	-2%	-18%	i

# The list goes on.
item	compound	TGFb inhibitor	Nrf2 block	Nrf2 activator	Mm-Cpn inhibitor	Akt phos inh
41	COc1ccc2cc3cc(C(=O)NCc4ccc(C)cc4)oc3nc2c1	0%	u	0.6%	x	x
42	CCOC(=O)/C(C#N)=C/c1cn(CCOc2ccc(OC)cc2)c2ccccc12	5%	-2%	6.0%	0%	i
43	Cc1cc(C)cc(-n2ncc3c2CCCC3NC(=O)CCCn2cncn2)c1 (stereo unspecified)	-4%	19%	-0.4%	x	i
44	CCCCCCCCN1C(=O)[C@H](CC(=O)NCc2ccccc2)C[C@@]2(C(=O)OC)CCCCC=C12	x	x	-2.1%	x	i
45	COC(=O)c1ccsc1NC(=O)c1ccc2c(c1)OCCO2	-3%	8%	6.1%	0%	i
46	COC(=O)c1[nH]c2ccc(C)cc2c1NS(=O)(=O)c1ccc(F)c(C)c1	-25%	2%	3.0%	1%	i
47	COC(=O)[C@]12CCCCC=C1N(Cc1cccc3ccccc13)C(=O)[C@H](CC(=O)N1CCN(C(=O)C3CC3)CC1)C2	x	x	-0.4%	x	i

item	CCT chaperon mod	HepG2 viability	A549 tox	ATXN viability
41	x	-11%	10%	i
42	2.0	-5%	-4%	i
43	-5.2	3%	-19%	i
44	-1.7	x	x	u
45	-2.7	-26%	-10%	i
46	0.3	-16%	2%	i
47	1.1	x	x	i
